# RBBP9 inh: human RBBP9 inhibitors, primary screen, biochemical, fluorescence polarization, FP-Rh probe, HTS. recombinant RBBP9. inhibition, % at 7.94 µM. 220,000 compounds, 0.2% hits. AID 1515, 2009;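 active means inhibition above the campaign mean of all tested compounds plus 3 SD, cut at about 14% in these data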;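 further: plate controls were DMSO wells with RBBP9 for no effect and wells lacking RBBP9 protein for full effect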
#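 Measured by: FP readout at 525/598 nm; material: recombinant human RBBP9; also added: Serine-hydrolase probe FP-Rh, 375 nM pre-mixing; medium: Tris buffer pH 8.0, NaCl, Pluronic; replication: one well per compound; doses: one concentration, 7.94 µM nominal, 0.794% DMSO; timing: preincubation 30 min plus labeling 45 min at 25 °C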
# Ba/F3 V617F tox: reduced viability of JAK2V617F-dependent Ba/F3 cells, primary screen, JAK2V617F inhibitor project, cell-based, Ba/F3 EpoR-JAK2V617F, luminescence | ATP luminescence | 220,000 compounds, 1.1% hits | AID 1446, 2008 | inhibition, % at 5.6 µM;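 active means inhibition above the campaign mean plus 3 SD over all tested compounds, cut at about 24% in these data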;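 further: cytokine-independent growth of Ba/F3 cells driven by EpoR plus mutant JAK2; 0% = DMSO-treated cells and 100% = JAK inhibitor I control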
# Runt-CBFb FRET: inhibitors of RUNX1 Runt–CBFb binding, primary screen, biochemical, FRET, Cerulean-Runt, Venus-CBFb, uHTS | Cerulean-Runt/Venus-CBFb FRET ratio 530/480, 1 h | inhibition, % at 20 µM | 220,000 compounds, 0.46% hits | AID 1496, 2009;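 active means inhibition over about 50% at 20 µM in the single-dose screen, limit read from the data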;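 further: 0% = DMSO wells and 100% = excess unlabeled CBFb competitor control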
# Target sequence (Q01196 whole entry, looked up): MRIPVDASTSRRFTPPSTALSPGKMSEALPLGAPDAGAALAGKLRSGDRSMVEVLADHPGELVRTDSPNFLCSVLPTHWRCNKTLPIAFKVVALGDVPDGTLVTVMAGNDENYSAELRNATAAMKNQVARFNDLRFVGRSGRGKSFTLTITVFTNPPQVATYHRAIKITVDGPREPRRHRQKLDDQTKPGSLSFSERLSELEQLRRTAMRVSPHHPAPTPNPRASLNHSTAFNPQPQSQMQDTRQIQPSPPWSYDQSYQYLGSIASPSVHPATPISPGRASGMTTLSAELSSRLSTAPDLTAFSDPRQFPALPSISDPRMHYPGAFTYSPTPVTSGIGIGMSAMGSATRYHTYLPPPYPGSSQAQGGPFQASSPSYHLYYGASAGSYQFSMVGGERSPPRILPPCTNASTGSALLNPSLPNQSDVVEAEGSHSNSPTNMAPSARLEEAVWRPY
# Target sequence (Q13951 whole entry, looked up): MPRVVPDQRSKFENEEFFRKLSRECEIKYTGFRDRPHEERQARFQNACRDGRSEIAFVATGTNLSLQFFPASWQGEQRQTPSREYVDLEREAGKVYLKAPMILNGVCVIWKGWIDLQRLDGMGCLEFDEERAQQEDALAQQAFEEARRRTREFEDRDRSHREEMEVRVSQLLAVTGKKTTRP
#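 Measured by: fluorescence energy transfer, 422 nm excitation, 530/480 nm emission; test system: Cerulean-tagged RUNX1 Runt domain (FRET donor) fusion protein; buffer or medium: Tris pH 7.5 buffer with BSA; compound: one dose, 20 µM compound, 1% DMSO; times: two 1 h room-temperature incubations shielded from light; benchmarks: unlabeled CBFb 5 µM, positive control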
# NPY2 pot ag: NPY-Y2 potentiators or agonists, primary screen, cell-based. AID 1359, 2008. activation, % at 3.6 µM. 220,000 compounds, 0.45% hits. cells expressing NPY-Y2, potentiator/agonist read-out. Neuropeptide Y receptor type 2 (Homo sapiens), P49146; in the data active means activation above about 27%;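 further: cells stimulated with NPY near EC25 plus isoproterenol at EC100; 0% = vehicle plus submaximal agonist and 100% = vehicle plus saturating agonist; some results beyond the cut were filed as inactive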
# BaF3 tox: parental Ba/F3 cell viability inhibition, counter-screen for JAK2V617F inhibitor project, murine pro-B, CellTiter-Glo luminescence; CellTiter-Glo ATP luminescence; inhibition, % at 5.6 µM; AID 1486, 2009; 220,000 compounds, 1.1% hits;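 active means inhibition above a per-campaign cutoff, the mean inhibition of all tested compounds plus 3 SD, cut at about 27% in these data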;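 further: 0% = DMSO wells and 100% = JAK Inhibitor I control wells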
# S1P4 antagonist: S1P4 receptor antagonists, primary screen, cell-based | Sphingosine 1-phosphate receptor 4 (Homo sapiens), O95977 | S1P4-expressing cells, antagonist mode, reporter read-out | inhibition, % at 4.98 µM | 220,000 compounds, 0.26% hits | AID 1510, 2009; in the data active means inhibition above about 29%;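 further: 0% = wells stimulated with agonist and 100% = vehicle wells without agonist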
# NPY1 pot ag: NPY-Y1 receptor potentiators or agonists, primary screen, cell-based. AID 1304, 2008. NPY-Y1 expressing cells, potentiator/agonist activation. activation, % at 3.6 µM. 220,000 compounds, 0.37% hits; in the data active means activation above about 33%, passing the limit was not always enough;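 further: cells stimulated with NPY at EC10 then isoproterenol at EC100; 0% = low agonist plus stimulus and 100% = saturating agonist plus stimulus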
# Target sequence (P25929 whole entry, looked up): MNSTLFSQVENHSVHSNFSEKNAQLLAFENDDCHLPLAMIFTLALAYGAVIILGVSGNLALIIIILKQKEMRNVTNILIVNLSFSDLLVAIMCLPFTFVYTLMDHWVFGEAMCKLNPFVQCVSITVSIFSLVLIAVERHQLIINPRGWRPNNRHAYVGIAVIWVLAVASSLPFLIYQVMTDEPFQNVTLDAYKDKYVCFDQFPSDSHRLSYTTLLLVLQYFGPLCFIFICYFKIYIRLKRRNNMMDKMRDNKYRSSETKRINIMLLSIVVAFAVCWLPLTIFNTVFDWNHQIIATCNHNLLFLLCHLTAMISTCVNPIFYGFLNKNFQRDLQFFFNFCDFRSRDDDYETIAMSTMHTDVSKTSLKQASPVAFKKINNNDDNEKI
# NPY-Y1 antag: NPY-Y1 receptor antagonists, primary screen, cell-based; inhibition, % at 3.6 µM; 200,000 compounds, 1% hits; HEK293-CNG Y1 cells, membrane potential fluorescence; NPY at EC95, then isoproterenol;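 active means inhibition above the campaign mean inhibition of all tested compounds plus 3 SD, cut at about 20% in these data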;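 further: 0% = DMSO wells given NPY plus isoproterenol and 100% = isoproterenol alone without NPY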
#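 Assay system: HEK293 Y1/CNG channel cell line; Doses: single compound dose of 3.6 µM, 0.4% DMSO; Timing: dye 3 h, compound 60 min room temperature, stimulation 45 min; Technique: Membrane-potential fluorescent dye readout; Measure: % inhibition of NPY effect.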
# S1P4 ag: S1P4 receptor agonists, primary screen, cell-based. 220,000 compounds, 0.35% hits. S1P4-expressing cell line, agonist reporter assay. Sphingosine 1-phosphate receptor 4 (Homo sapiens), O95977. activation, % at 4.98 µM; in the data active means activation above about 11%;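 further: 0% = DMSO vehicle and 100% = reference agonist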
# Numbers without * were called inactive; nt = not tested or not shown.
SMILES,RBBP9 inh,Ba/F3 V617F tox,Runt-CBFb FRET,NPY2 pot ag,BaF3 tox,S1P4 antagonist,NPY1 pot ag,NPY-Y1 antag,S1P4 ag
C/C(O)=c1/cnc2nc3ccccc3n2c1=O,6,-2,1,13,-2,-1,6,-2,1.3
CCCc1cc(=O)[nH]c(SCC(=O)N(C)CC(=O)Nc2ccc(C)cc2)n1,-6,-1,-2,-2,0,-5,2,7,-4.8
N#Cc1c(NC(=O)C2CC(c3ccccc3Cl)=NO2)sc2c1CCC2 (configuration not stated),-8,1,0,-26,0,-2,-34,8,-1.3
CN(C)/C=C(/C(=O)c1ccc(Cl)cc1Cl)S(=O)(=O)c1ccc(Cl)cc1,-9,0,0,-16,6,-3,-16,9,-0.7
COC(=O)c1[nH]nc(C(=O)OC(C)(C)C)c1-c1ccccc1,-6,1,-4,7,4,-6,11,-1,-0.3
CC(/C=N/NC(=O)c1ccncc1)=C\c1ccc(C(C)C)cc1,-1,2,-3,9,6,-16,-11,3,1.5
OCC1(Cc2ccccc2C(F)(F)F)CCN(Cc2ccncc2)CC1,-2,3,-1,-13,-1,-3,11,nt,-0.8
Cc1cccc2c(N=Nc3ccc(S(=O)(=O)Nc4ccc(Cl)cc4)cc3[N+](=O)[O-])c(O)[nH]c12,5,2,-8,7,5,-9,27,-3,0.1
COc1ccc(N(CC(=O)Nc2ccc3c(c2)OCO3)S(C)(=O)=O)c(OC)c1,-1,1,-1,3,2,-9,7,10,1.1
COc1ccc2c(OC)cc(=O)n(C)c2c1,0,-2,1,6,-2,-13,-4,4,0.2
O=C(CSc1nnnn1-c1ccc(Cl)cc1)NC(=O)Nc1ccc2c(c1)OCCO2,3,-1,1,-3,3,-2,-5,17,0.1
CN1CC(=O)N2[C@H](c3ccc4c(c3)OCO4)c3[nH]c4ccccc4c3C[C@@H]2C1=O,-7,12,1,4,-6,-7,20,-4,0.4
CCc1cccc(CC)c1NC(=O)C[n+]1cccc(C(N)=O)c1,-7,-2,1,4,-5,-6,1,0,1.5
CN(C)c1ccc(N=Cc2ccco2)cc1,3,4,3,-3,11,-3,12,-5,1.1
O=C(COc1ccc(Br)cc1CNCCc1ccccc1)NCc1ccccc1,-5,3,-2,-7,7,-2,-18,-5,-0.9
COC(=O)c1cc(Cl)c(NC(=O)c2cc3ccccc3o2)cc1OC,-2,-4,nt,-9,0,-30,-3,1,0.4
COC(=O)c1ccc(CNC(=O)CSc2nnc(COc3ccccc3)n2C)o1,2,-5,0,2,2,-16,0,5,2.8
COCCCNC(=S)N/N=C/c1ccc(N(C)C)cc1Cl,0,-3,1,6,-2,-5,4,nt,2.7
COc1ccc(OC)c(NC(=O)C2CCN(c3cc(-c4ccccc4)nc4ncnn34)CC2)c1,-11,-1,2,-2,3,-4,-10,5,0.4
CC(C)NC(=O)Cn1cc(C(=O)COc2ccccc2)c2ccccc21,0,2,-2,1,12,0,4,-5,1.5
CCOC(=O)Cc1csc(NC(=O)c2cc(C)cc(C)c2)n1,-4,4,1,-15,11,17,-21,2,0.5
O=C(NC(=S)NCC1CCCO1)c1ccccc1Br (configuration not stated),0,-4,-1,7,-2,-2,-1,1,-0.4
C(=N\Nc1ccccc1)/c1nc2ccccc2s1,2,-6,-2,19,3,13,17,nt,-0.8
CCOc1nc(OCC)nc(-n2cc(-c3ccccc3)nn2)n1,-6,-1,-2,1,2,-13,-24,15,0.4
Cc1ccsc1/C=N\NC(=O)c1n[nH]c2c1CCC2,-3,6,2,-7,10,2,6,4,1.5
O=C(COc1ccc(Br)cc1)Nc1ccc(Cc2ccncc2)cc1,-4,-1,-4,10,2,-12,6,1,-0.6
COc1cc(CN2CCN(Cc3ccc(C)cc3)C(CCO)C2)cc(OC)c1O (configuration not stated),-2,-1,-2,2,3,0,7,1,0.6
Cc1nc2ccc(S(=O)(=O)Nc3ccccc3C)cc2s1,0,-1,0,17,4,-6,4,-6,-1.2
O=C1CN(Cc2nc3cc(Cl)ccc3c(=O)[nH]2)CCN1,-9,3,-2,-9,-3,2,11,nt,-0.7
COc1ccc(Cl)cc1NC(=S)NCc1cccnc1,3,3,2,-2,9,5,-6,15,-1.6
COc1cc(C(=O)NCc2nnc(SCC(=O)N3CCc4ccccc43)o2)cc(OC)c1OC,-8,-6,-2,-21,-5,-11,8,-5,0.8
CCn1c(=O)cc(OCC(=O)Nc2cccc(C)n2)c2ccccc21,8,0,-2,0,6,4,-5,2,-2.5
Cc1cc(C)nc(-n2nc(C)cc2NC(=O)CN2CCCC2)n1,5,2,0,7,10,-32,12,7,-1.1
CCC(=O)Nc1ccc(C(=O)N/N=C/c2cccnc2)cc1,-7,5,nt,2,5,23,-1,2,-3.7
CCNC(=O)C(C)Sc1ccc(Cl)cc1 (configuration not stated),-3,-3,0,-12,2,-25,-6,2,1.5
CCN(CC)c1ccc2cc(-c3nc4ccccc4n3C)c(=O)oc2c1,-10,69*,12,2,77*,1,0,12,2.6
O=C(NC1CC1)c1cc(=O)c2ccccc2o1,-1,-2,0,7,-1,-10,0,-1,-0.5
O=C(CSc1nc2ccccc2c(=O)n1-c1ccc(Cl)cc1)N/N=C/C=C/c1ccccc1[N+](=O)[O-],-5,-4,-6,-7,3,-11,4,12,0.6
COC(=O)c1sc2nc(N)c(C#N)cc2c1N,-10,-4,1,-18,2,-7,3,4,1.4
CCCNS(=O)(=O)c1ccc(OCC(=O)Nc2ccccc2F)cc1,-12,4,-1,-9,8,-9,3,1,-3.5
O=C(COC(=O)c1ccc([N+](=O)[O-])o1)Nc1cccc(S(=O)(=O)N2CCCCC2)c1,4,-3,0,1,4,6,1,2,0.4
CC(=O)Nc1ccc(N=Nc2ccc(O)cc2)cc1,-7,16,-3,18,6,5,13,-5,-2.2
O=C(Cn1cc(C(F)(F)F)ccc1=O)N/N=C/c1cccc(Cl)c1,-3,3,-5,-1,3,6,-5,-5,-1.3
CC(C)C(=O)Nc1ccc(N2CCN(c3ccc(F)cc3)CC2)cc1,-2,-1,1,31*,3,-16,-2,16,2.5
CC(C)(C)C(=O)O/N=C(\N)c1ccc(-c2csnn2)cc1,-13,-1,0,-14,2,-1,5,nt,-0.3
Cc1ccccc1Cn1c(=O)n(Cc2ccco2)c(=O)c2ccccc21,-8,1,10,-9,3,0,-29,0,1.8
COc1ccc(S(=O)(=O)NCc2ccc3c(c2)OCO3)cc1C(=O)O,-5,-6,-2,11,0,-20,11,0,-3.6
Cc1cc(Br)ccc1NC(=O)CN1C(=S)NC(C)(C)CC1C (configuration not stated),0,-2,7,2,1,-8,11,0,-0.3
CCOc1ccc(-c2nc(C#N)c(NCc3ccco3)o2)cc1,-1,-4,0,-9,0,11,-25,3,-0.8
O=C(Nc1cc(S(=O)(=O)N2CCCCC2)ccc1N1CCCCC1)C1CC1,4,-3,-1,-5,-9,-5,18,nt,0.1
O=C(Cc1cccs1)Nc1nnc(COc2ccccc2)s1,7,-2,nt,11,4,-9,-10,1,0.1
CCc1ccccc1NC(=O)Nc1cccc(F)c1,-5,-3,0,-14,-1,-3,-14,2,-2.8
CNc1c([N+](=O)[O-])cnn1-c1ccc(Cl)cc1,2,0,1,5,2,-12,11,1,-0.8
O=[N+]([O-])c1ccc2nc(SCc3ccccc3Cl)sc2c1,-2,3,-4,-12,3,-23,-8,11,1.3
COCc1ccc(C(=O)N2CCc3c([nH]c4ccccc34)C2c2ccccn2)s1 (configuration not stated),-6,1,-2,0,8,-6,17,4,0.3
CCN=C1S/C(=C\c2cc(Br)ccc2OCC(=O)OCC)C(=O)N1CC,-2,-1,-12,-6,6,-6,-1,8,-0.6
CCCCc1ccc(NS(=O)(=O)N(C)C)cc1,0,0,-4,-1,9,-25,5,-5,-0.1
COC(=O)Cn1ncc2c3ccccc3n(Cc3ccccc3)c2c1=O,-2,-3,-1,-7,7,5,5,1,-2.3
O=c1c(-c2ccc(Cl)cc2)[n+]([O-])c2ccccc2n1O,-2,1,-12,-3,8,-4,-13,0,-0.7
CCOC(=S)NC(=O)c1sc2ccccc2c1Cl,-6,-4,0,-1,4,6,-24,14,-2.7

# Whole records, quoted from the list. Screens in order: RBBP9 inh | Ba/F3 V617F tox | Runt-CBFb FRET | NPY2 pot ag | BaF3 tox | S1P4 antagonist | NPY1 pot ag | NPY-Y1 antag | S1P4 ag
# CNc1c([N+](=O)[O-])cnn1-c1ccc(Cl)cc1 in the list: 2 | 0 | 1 | 5 | 2 | -12 | 11 | 1 | -0.8
# Cc1ccccc1Cn1c(=O)n(Cc2ccco2)c(=O)c2ccccc21 in the list: -8 | 1 | 10 | -9 | 3 | 0 | -29 | 0 | 1.8

# (listing goes on)
SMILES,RBBP9 inh,Ba/F3 V617F tox,Runt-CBFb FRET,NPY2 pot ag,BaF3 tox,S1P4 antagonist,NPY1 pot ag,NPY-Y1 antag,S1P4 ag
COc1cccc(Nc2cc(C)nc3nc(C)nn23)c1,-3,-3,1,-3,3,-8,13,6,1.7
CCn1c(SCC(=O)N2CCOCC2)nc(O)cc1=O,-2,1,2,-1,6,-14,-4,-6,1.3
O=C(Cc1ccc(Cl)cc1)c1c[nH]c(C(=O)NCCCn2ccnc2)c1,3,2,2,-6,7,5,-7,3,1.5
CNS(=O)(=O)c1cccc(C(=O)OCC(=O)Nc2ccccc2OC(F)F)c1,-7,4,0,-3,5,-12,-7,0,0.1
Cc1cc(C)nc(SCC(=O)c2c(N)n(C)c(=O)n(C)c2=O)n1,-4,-2,0,-8,4,-2,16,4,0.7
c1ccn2c(SCc3ccc4c(c3)OCCO4)nnc2c1,-4,4,0,-17,5,8,0,-1,-1.2
CCOc1ccc(NC(=S)NCc2cccnc2)cc1,-5,1,0,3,0,-4,7,nt,2.3
Cc1ccc(SCC(=O)NCCSCc2ccccc2)cc1,3,-3,-3,-14,-1,-9,-44,6,-0.7
CC(=O)c1c(C)[nH]c(C(=O)CSc2nc3ccccc3c(=O)n2CCCO)c1C,-4,6,1,-10,13,4,-6,-6,-0.4
CNC(=O)NC(=O)COC(=O)c1ccc(-n2c(C)ccc2C)cc1,-5,-4,1,16,2,-19,-1,-1,0.8
O=C1C2CC=CCC2C(=O)N1c1ncn[nH]1 (configuration not stated),5,-2,0,-5,1,-12,-15,5,0.6
COc1ccc(C(=O)OCC(=O)Nc2ccc(OC(F)F)cc2)c(OC)c1,2,0,1,-22,0,-23,-18,2,0.4
COC(=O)CCN(C(C)=O)c1ccc(N)cc1,1,-3,0,7,0,-1,7,0,-0.5
